# esBAF inh = SWI/SNF esBAF complex inhibition | mouse ES cells, Bmi1-luciferase knock-in reporter, 24 h; 100% = twice the neutral-well signal | actives 2% (n = 350,000) | reporter increase, % at 12.5 µM; in the data active = activation above about 40%; inconclusive = no clear call, values can overlap the other calls;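 also: 0% = median of the plate's neutral control wells and 100% = double that signal; a rise in the Bmi1 reporter signal indicates esBAF inhibition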
# Statin myotox sup = suppressors of simvastatin-induced myotoxicity in C2C12 myotubes | ATP luminescence, 48 h; scaled: DMSO 0, geranylgeraniol control 100 | rescue of ATP level, % at 7.49 µM | AID 602340 | actives 0.78% (n = 330,000);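 active = mean ATP rescue above about 67%, or every replicate alone reaching that limit, limit read from the data, passing the limit was not always enough; inconclusive = no clear call, values can overlap the other calls; inactive = mean under the limit and some replicate under it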;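 also: myotubes were challenged with 10 µM simvastatin during compound exposure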
# FN deposit inh = fibronectin deposition inhibition | AH1F fibroblasts, Alexa488-fibronectin deposition fluorescence, overnight | inhibition, % at 12.6 µM | actives 0.086% (n = 350,000) | AID 743247;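 active = mean inhibition across replicates of 30% or more, regardless of how many single replicates reach that level; inconclusive = mean under 30% yet at least half of replicates reach 30%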;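 also: positive control wells lacked labelled fibronectin entirely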
#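 Assay system: AH1F fibroblasts assembling fluorescent fibronectin matrix; Amount: 10000 AH1F cells per well; Buffer or medium: DMEM, 2% serum; Probe or stimulus: Alexa488-fibronectin, 24 nM final in well; Doses: single compound dose, delivered by pin transfer; Incubation: 1 h adhesion, overnight exposure; Measured by: fluorescence 485/525 nm; Read-out: fibronectin deposition inhibition.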
# SIRT5 inh = inhibitors of human sirtuin-5 desuccinylase; Q9NXA8; Purified SirT5, succinyl-peptide AMC, trypsin-coupled fluorescence; inhibition, % at 15 µM; actives 1.1% (n = 330,000); AID 652115; in the data active = inhibition above about 15%; inconclusive = no clear call, values can overlap the other calls
# Target sequence (Q9NXA8 whole entry, looked up): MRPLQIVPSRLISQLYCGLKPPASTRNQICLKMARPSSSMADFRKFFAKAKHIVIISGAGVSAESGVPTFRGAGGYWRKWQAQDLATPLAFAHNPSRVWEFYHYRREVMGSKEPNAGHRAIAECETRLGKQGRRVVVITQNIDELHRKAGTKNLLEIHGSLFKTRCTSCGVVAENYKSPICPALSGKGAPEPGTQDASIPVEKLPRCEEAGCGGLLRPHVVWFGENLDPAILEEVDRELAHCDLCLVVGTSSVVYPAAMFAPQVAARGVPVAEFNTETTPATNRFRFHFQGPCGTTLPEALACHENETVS
# CASP6 VEID inh = blocks human caspase-6 cleavage activity; purified caspase-6, Z-VEID-R110 cleavage fluorescence; P55212; inhibition, % at 12.5 µM; actives 0.53% (n = 350,000);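 active = mean inhibition across replicates at least about 35%, with every replicate also reaching that limit, limit read from the data; inconclusive = only one of the two criteria met; inactive = neither criterion met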;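 also: 0% = median of neutral control wells and 100% = no fluorescence left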
# Target sequence (P55212 24-179 limits assumed): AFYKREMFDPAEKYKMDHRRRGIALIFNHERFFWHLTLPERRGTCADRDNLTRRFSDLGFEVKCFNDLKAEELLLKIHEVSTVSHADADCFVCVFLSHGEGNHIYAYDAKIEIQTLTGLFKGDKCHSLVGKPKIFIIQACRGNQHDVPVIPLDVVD
# Target sequence (P55212 194-293 limits assumed): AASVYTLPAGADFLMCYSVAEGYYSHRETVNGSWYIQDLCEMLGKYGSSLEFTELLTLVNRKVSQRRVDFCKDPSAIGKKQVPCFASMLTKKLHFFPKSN
# S100A4 inh HTS = S100A4-myosin IIA interaction inhibition | S100A4/TAMRA-MyoIIA peptide fluorescence polarization | actives 0.14% (n = 360,000) | inhibition, % at 10.7 µM | P26447;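 active = mean inhibition of at least 70% across replicates, with every replicate also reaching that level; inconclusive = mean inhibition reaches 70% but some replicates fall short; inactive = mean inhibition below 70%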
# Target sequence (P26447 whole entry, looked up): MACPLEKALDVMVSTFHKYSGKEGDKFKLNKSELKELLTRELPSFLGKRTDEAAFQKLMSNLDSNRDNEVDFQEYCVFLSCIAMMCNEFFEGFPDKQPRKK
#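 Material: S100A4 monomer (human). Medium: Calcium-containing HEPES buffer, pH 7.2. Probe or stimulus: labelled myosin peptide probe, 5 nM. Compound dosing: one concentration per compound. Timing: polarization read 5 min after assay mix addition, stable 5–60 min. Benchmarks: DMSO as neutral control, TFP as positive control.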
# LGR2 antag = Drosophila LGR2 receptor signaling inhibition | HEK293 LGR2, CRE-luciferase, bursicon-stimulated, 4 h | inhibition, % at 9.99 µM | actives 0.35% (n = 380,000) | AID 720647;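 active = drop in luminescence signal, shown as inhibition above about 50% in the replicate tests, limit read from the data, passing the limit was not always enough; inconclusive = probably only some replicates passing the limit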;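 also: agonist challenge used bursicon conditioned medium at about half maximal strength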
# Starred values were filed as active, the others as inactive; ? = inconclusive; / = not tested or not shown; & = joins results of further samples.
SMILES,esBAF inh,Statin myotox sup,FN deposit inh,SIRT5 inh,CASP6 VEID inh,S100A4 inh HTS,LGR2 antag
C[C@H]1CN([C@@H](C)CO)C(=O)c2cccc(NC(=O)c3ccc(-c4nccs4)cc3)c2O[C@@H]1CN(C)S(=O)(=O)c1cn(C)cn1,-2,/,-4,2,3,-14,1
CO[C@H]1CN(C)C(=O)c2ccc(NC(=O)Nc3cc(F)ccc3F)cc2OC[C@H](C)N(C)C[C@H]1C,-2,-10,0,5,-18,-4,0
COC(=O)c1cc(C(=O)OCC(=O)N(C)c2ccccc2)cc([N+](=O)[O-])c1,0,9,6,-7,-1,-16,-6
COc1ccc(NC(=O)NCCN2CCN(c3cccc(Cl)c3)CC2)cc1,-3,0,-2,-3,6,-4,-17
CCNC(=O)C[C@@H]1CC[C@H]2[C@@H](COC[C@H](O)CN2Cc2ccc(Cl)c(Cl)c2)O1,2,0,5,-1,-1,-1,-14
CCN(CC(=O)Nc1c(F)cccc1F)C(=O)c1cc(S(=O)(=O)NCc2ccccc2)ccc1C,10,-1,7,0,5,-2,-16
O=C(NC(Cc1ccccc1)C(=O)N1CCCCC1)c1ccccc1 (stereo not given),3,14,-4,0,-3,-6,-6
C[C@@H]1CN([C@H](C)CO)C(=O)c2cc(NS(=O)(=O)c3cn(C)cn3)ccc2O[C@@H](C)CCCCO[C@@H]1CN(C)Cc1ccccc1,-1,/,-2,2,-2,-16,-14
CCN(c1ccc(NC(=O)c2ccc(Cl)nc2)cc1)C(C)C,9,-1,6,2,-6,5,-10
C[C@@H]1CN([C@H](C)CO)C(=O)Cc2cc(NS(=O)(=O)c3ccc(F)cc3)ccc2O[C@H]1CN(C)C,-1,6,/,-2,-1,-2,-18
CNC(=O)NC(=O)C(C)OC(=O)c1c2c(nc3ccccc13)/C(=C/c1cccs1)CC2 (stereo not given),/,/,-12,-4,-2,-12,43
COc1ccc(-c2csc3ncnc(N4CCN(Cc5ccccc5)CC4)c23)cc1,3,-2,12,-3,0,-6,12
COc1ccc(CCNC(=O)c2cccc([N+](=O)[O-])c2)cc1OC,/,/,-3,1,-2,-22,-2
O=C(C1CCOCC1)N1CC[C@H]2[C@H](CO)Nc3ccc(Br)cc3[C@H]21,-5,23,2,3,1,-2,6
Cc1ccc(S(=O)(=O)N(C)C[C@@H]2OCCCC[C@@H](C)Oc3ccc(NS(=O)(=O)c4cccs4)cc3C(=O)N([C@H](C)CO)C[C@H]2C)cc1,-5,/,-7,10,-1,9,3
O=C1N[C@@H](c2ccccc2)COCc2cn(nn2)CC[C@H]1Cc1ccc(Cl)cc1,/,/,-2,0,-4,1,-18
C[C@H](CO)N1C[C@H](C)[C@@H](CN(C)S(=O)(=O)c2ccc(Cl)cc2)Oc2c(NC(=O)Nc3ccccc3)cccc2C1=O,3,21,/,-2,1,4,2
CCOC(=O)CC1C(=O)NCCN1S(=O)(=O)c1ccccc1 (stereo not given),/,/,/,-8,-2,-2,11
Cc1occc1-c1nnc(SCC(=O)Nc2ccccc2N2CCCCC2)n1C,4,/,/,-2,1,-2,/
CC1CN(C2=NC(=O)/C(=C3/C(=O)N(Cc4ccc(F)cc4)c4ccccc43)S2)CC(C)O1 (stereo not given),/,/,9,4,-4,1,11
CCN(CC)CC(=O)Nc1sc2c(c1C(=O)c1ccccc1C)CCC2,-13,3,21,1,6,-3,/
C[C@H]1CCCCO[C@H](CN(C)C(=O)Cc2ccccc2)[C@@H](C)CN([C@@H](C)CO)C(=O)c2cc(NS(=O)(=O)c3ccccc3)ccc2O1,-1,/,15,3,-2,0,3
C=CCn1c(-c2cccc(OC)c2OC)n[nH]c1=S,1,7,-6,-4,7,-4,-2
O=C(NNS(=O)(=O)c1ccccc1[N+](=O)[O-])c1cccnc1,2,2,1,-1,-6,-3,2
C[C@@H]1CN([C@H](C)CO)C(=O)c2ccccc2-c2ccccc2CO[C@H]1CN(C)C(=O)[C@H](Cc1ccccc1)N(C)C,2,/,10,-2,1,13,-13
SMILES,esBAF inh,Statin myotox sup,FN deposit inh,SIRT5 inh,CASP6 VEID inh,S100A4 inh HTS,LGR2 antag
COc1cc(C(=O)N2CCN(c3ccccc3OC)CC2)c([N+](=O)[O-])cc1OC,1,-2,/,0,1,-3,-2
COc1ccc(C(=O)c2c(C)c3ccccc3n2CC(O)CNC(C)C)cc1 (stereo not given),/,/,2,-1,-4,5,31
CCCCOc1ccc(C(=O)CCN2CCOCC2)cc1,/,/,3,-2,-1,5,-13
O=C(O)c1ccc(Nc2ncnc3scc(-c4ccccc4)c23)cc1,-4,0,5,-5,0,2,-29
O=C(O)c1cc(O)ccc1O,7,8,-4,-11,/,1,-1
CN(C(=O)COC(=O)c1nn(C)c(=O)c2ccccc12)c1c(N)n(Cc2ccccc2)c(=O)[nH]c1=O,-1,16,6,-3,0,-3,18
CC(=O)N(C)C[C@H]1Oc2cc(C#Cc3ccncc3)ccc2S(=O)(=O)N([C@H](C)CO)C[C@@H]1C,-1,-3,-11,-2,3,-8,13
COc1ccc(S(=O)(=O)N(C)C[C@@H]2OCCCC[C@@H](C)Oc3ccc(NS(=O)(=O)c4ccc(Cl)cc4)cc3C(=O)N([C@@H](C)CO)C[C@@H]2C)cc1,/,/,1,3,1,-7,1
Cc1ccccc1S(=O)(=O)N(C)C[C@H]1OCc2cnnn2CCCC(=O)N([C@H](C)CO)C[C@@H]1C,2&-3,0&-11,4&-6,-2&-1,3&-1,-2&8,11&-6
Cc1ccc(-c2c(C(=O)N/N=C/c3ccncc3)nnn2-c2nonc2N)cc1,-1,-16,14,-2,1,3,-7
O=C(NCc1ccccc1)c1nc[nH]c1C(=O)N1CCN(c2ccccc2)CC1,8,-11,7,/,1,-4,4
O=C1CCCN1CCCNS(=O)(=O)c1ccc(Br)s1,-11,11,-6,-1,1,-10,0
O=C(C[C@H]1C[C@H]2c3cc(NC(=O)c4ccc5c(c4)OCO5)ccc3O[C@H]2[C@@H](CO)O1)NCc1ccc(Cl)cc1,10,8,5,1,-3,0,-2
Cc1cc(C)n(C/C=C/Cn2nc(C)cc2C)n1,-8,16,/,2,0,5,-2
COc1ccc(N2CCN(C(=O)CSc3nnc4c(C)cc5c(C)cc(C)cc5n34)CC2)cc1,0,5,-3,/,/,/,/
COCCCn1c(SCC(=O)O)nc2cc(OC)c(OC)cc2c1=N,/,/,5,1,-1,25,29
COC(=O)CCN(C(=O)c1cccc(OC(C)=O)c1)c1ccccn1,0,3,-4,/,/,/,/
CC(C)(C)NC(=O)C(c1ccncc1)N(C(=O)Cn1nnc(-c2ccc(F)cc2)n1)c1ccccc1F (stereo not given),/,/,-5,-1,1,-4,3
Cc1ccc(C(=O)OCc2nc3ccsc3c(=O)[nH]2)o1,-1,3,-13,-7,7,0,-1
O=C1[C@H]2[C@@H](c3ccc(F)cc3)N3C(=O)N(c4cccc(F)c4)C(=O)[C@@]3(Cc3ccc(Cl)cc3)[C@H]2C(=O)N1C1CCCCC1,9,-1,-4,/,-1,-5,14
C[C@@H]1CN([C@H](C)CO)C(=O)c2cc(NC(=O)Cn3cnnn3)ccc2O[C@@H]1CN(C)Cc1ccc(Oc2ccccc2)cc1,-5,36,/,-2,1,-64,-8
O=C(CN1C(=O)c2ccccc2C1=O)Nc1cc([N+](=O)[O-])ccc1O,/,/,-2,0,-2,-3,6
CCN(CC)C(=O)C1=C(C)N(CCCN2CCCC2=O)C(=O)C(CC(=O)NC2CCCCC2)C1 (stereo not given),-3,3,18,-4,10,-7,-14
CC(=O)Nc1nc(C(=O)O)cs1,-3,8,6,-15,1,-3,-2
C[C@@H]1CN([C@@H](C)CO)C(=O)Cc2cc(NS(=O)(=O)c3ccc(Cl)cc3)ccc2O[C@@H]1CN(C)Cc1ccc(C(F)(F)F)cc1,-7,?,/,-6,-2,10,28
SMILES,esBAF inh,Statin myotox sup,FN deposit inh,SIRT5 inh,CASP6 VEID inh,S100A4 inh HTS,LGR2 antag
O=C(NCCCn1ccnc1)C(=O)NCC(c1ccco1)N1CCN(c2ccc(F)cc2)CC1 (stereo not given),/,/,-13,0,-26,-3,14
COC(=O)C(CC(C(=O)OC)C(=O)OC)C(=O)OC,-1,7,/,/,/,/,-10
O=C(Nc1cc(Cl)cc(Cl)c1)N[C@H]1CC[C@@H](CCNS(=O)(=O)c2cccc(F)c2)O[C@@H]1CO,4,-4,-1,0,1,-27,1
O=C(O)CC(CC(=O)NCC(O)c1ccccc1)c1ccccc1 (stereo not given),4,1,4,-2,0,-3,-14
CCCCn1c(N)c(N(CCC(C)C)C(=O)COC(=O)c2cccnc2SC)c(=O)[nH]c1=O,-1,-4,-4,-3,2,0,5
CCOC(=O)c1c(C)nc2c(c1-c1cc(OC)ccc1OC)C(=O)CC(C)(C)C2,/,/,3,-4,1,-5,/
COc1cccc(C#Cc2ccc3c(c2)O[C@H](CN(C)C(C)=O)[C@H](C)CN([C@@H](C)CO)S3(=O)=O)c1,0,/,-3,-4,-1,-6,0
C[C@H]1CN([C@@H](C)CO)C(=O)Cc2cc(NC(=O)CCN3CCOCC3)ccc2O[C@H]1CN(C)C(=O)Nc1ccccc1,6,38,/,-1,0,-12,7
Cc1ccc(NC(=O)CCC(=O)N2CCOc3ccccc32)c(Cl)c1,13,7,-5,-1,-3,-2,1
O=C(c1cccc(-n2cccc2)c1)N1CCN(S(=O)(=O)c2ccccc2)CC1,7,18,-8,3,51*,-2,-7
C#CCNC(=O)C1=C[C@@H](c2ccc(C(F)(F)F)cc2)C[C@@H](OCCCCO)O1,-1,-13,-4,3&2,0&5,16&-8,-2
COc1ccc2[nH]c(=O)c(CN(Cc3cccs3)Cc3nnnn3C(C)(C)C)cc2c1,2,17,/,/,/,/,0
COc1ccc(CNn2cnnc2)c(O)c1,-7,2,4,-3,-2,-3,7
CCC1(CC)Cc2ccccc2-c2nc(NN)[nH]c(=O)c21,0,18,3,-2,-6,23,4
O=C(CC1(O)C(=O)N(Cc2ccccc2Cl)c2ccccc21)c1ccco1 (stereo not given),-2,37,0,/,/,/,/
O=C(NCc1ccc(F)cc1)C1CCC(CNc2c(N3CCCCC3)c(=O)c2=O)CC1 (stereo not given),/,/,-1,6,0,2,21
COc1ccc(/C=C/C(=O)NCC(=O)N=Nc2c(O)[nH]c3ccc([N+](=O)[O-])cc23)cc1,11,-30,5,-5,-2,-1,42
CN=C1S/C(=C\c2cc(C)n(-c3ccccc3F)c2C)C(=O)N1C,-30,63,0,/,/,/,35
Cc1cccc(NC(=S)NCc2ccc(F)cc2)c1C,-6,14,1,-1,-2,0,-8
CNC[C@@H]1Oc2ccc(NC(=O)Cn3cnnn3)cc2CC(=O)N([C@@H](C)CO)C[C@H]1C,1,-5,/,-4,-9,5,11
COc1ccc(C2CN=NC2C(=O)c2ccccc2)cc1 (stereo not given),16,0,-3,2,0,-5,1
C[C@@H]1CN([C@H](C)CO)C(=O)Cc2cc(NC(=O)CCCN(C)C)ccc2O[C@H]1CN(C)CC1CCCCC1,-2,-21,/,-4,-3,10,-3

# Single records, as listed above.
# O=C(NCc1ccc(F)cc1)C1CCC(CNc2c(N3CCCCC3)c(=O)c2=O)CC1 (stereo not given) as listed: esBAF inh = /; Statin myotox sup = /; FN deposit inh = -1; SIRT5 inh = 6; CASP6 VEID inh = 0; S100A4 inh HTS = 2; LGR2 antag = 21
# CNC[C@@H]1Oc2ccc(NC(=O)Cn3cnnn3)cc2CC(=O)N([C@@H](C)CO)C[C@H]1C as listed: esBAF inh = 1; Statin myotox sup = -5; FN deposit inh = /; SIRT5 inh = -4; CASP6 VEID inh = -9; S100A4 inh HTS = 5; LGR2 antag = 11

# This is a subset (hit frequency here may not be typical).
